Source: PubChem (Sanford-Burnham Center for Chemical Genomics)
697 NFkB inh – lowers PMA/ionomycin-induced NF-kB signal in 697 B cells; 697 B-cell NF-kB luciferase reporter, 16 h; inhibition, % at 4 µM; 330,000 tested, 0.33% active; AID 435022; in the data active means inhibition above about 35%
Jurkat NFkB inh – inhibitors of the PMA/ionomycin-induced NF-kB reporter in Jurkat cells; PMA/ionomycin-induced NF-kB luciferase reporter, luminescence; inhibition, % at 4 µM; AID 435003; 330,000 tested, 0.53% active; in the data active means inhibition above about 50%
CXCR6 block – blocks human CXCR6 beta-arrestin recruitment; CHO-K1 PathHunter CXCR6 beta-arrestin, luminescence; inhibition, % at 20 µM; 360,000 tested, 0.36% active; AID 602244; in the data active means inhibition above about 34%, passing the limit was not always enough;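 further: antagonist mode with CXCL16 agonist at 10 nM final; 0% = 10 nM CXCL16 with DMSO and 100% = unstimulated wells without agonist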
Target sequence (O00574 whole entry, looked up): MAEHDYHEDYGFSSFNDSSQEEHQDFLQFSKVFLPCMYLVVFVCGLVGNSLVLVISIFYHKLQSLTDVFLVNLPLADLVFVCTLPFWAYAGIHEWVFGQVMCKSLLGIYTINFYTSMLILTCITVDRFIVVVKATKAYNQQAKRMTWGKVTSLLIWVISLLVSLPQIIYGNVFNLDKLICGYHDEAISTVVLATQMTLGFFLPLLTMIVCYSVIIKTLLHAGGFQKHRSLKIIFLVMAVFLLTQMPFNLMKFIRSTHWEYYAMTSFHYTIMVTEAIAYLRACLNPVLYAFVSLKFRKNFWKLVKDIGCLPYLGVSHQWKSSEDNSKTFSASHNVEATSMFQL
EBI2 block – EBI2 (human) antagonism; EBI2 beta-arrestin recruitment, luminescence, 7a,25-OHC stimulated; inhibition, % at 5 µM; 360,000 tested, 0.81% active; AID 651636; in the data active means inhibition above about 38%;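 further: enzyme fragment complementation signal reports receptor beta-arrestin coupling in cells; 0% = agonist plus DMSO wells and 100% = wells without agonist; some results beyond the cut were filed as inactive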
UBC13 inh – blocks human UBC13 polyubiquitin chain formation; TR-FRET; 330,000 tested, 0.47% active; P61088; inhibition, % at 20 µM; in the data active means inhibition above about 45%, passing the limit was not always enough
Target sequence (P61088 whole entry, looked up): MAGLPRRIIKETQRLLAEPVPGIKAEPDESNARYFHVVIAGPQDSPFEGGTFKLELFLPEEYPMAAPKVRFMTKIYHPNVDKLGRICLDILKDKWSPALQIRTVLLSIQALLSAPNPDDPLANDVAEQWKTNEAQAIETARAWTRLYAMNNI
Gli-Sufu antag – antagonists of Gli-Sufu signaling. Sufu-KO-LIGHT fibroblasts, Gli luciferase reporter luminescence. AID 588413. inhibition, % at 5 µM. 340,000 tested, 0.74% active;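 active means inhibition above about 55%, limit read from the data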;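 further: 0% = DMSO-treated cells and 100% = wells with medium but no cells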
APJ antag – blocks the human apelin receptor APJ | 330,000 tested, 0.32% active | inhibition, % at 20 µM | CHO-K1 APJ beta-arrestin complementation, luminescence | P35414;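 active means inhibition above about 40% at 20 µM, limit read from the data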;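 further: cells challenged with 10 nM apelin-13 agonist together with compound; plate controls were apelin-13 plus DMSO wells for no effect and DMSO wells lacking apelin-13 for full effect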
CCR6 antag – CCR6 (human) receptor antagonism. inhibition, % at 20 µM. AID 493098. CHO-K1 CCR6 PathHunter beta-arrestin, luminescence, CCL20-stimulated. 340,000 tested, 0.49% active. P51684;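 active means compounds whose inhibition of the agonist-driven luminescence signal at 20 µM reaches about 50%, limit read from the data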;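 further: cells stimulated with CCL20 at 14 nM final; plate controls were DMSO with CCL20 for no effect and DMSO without agonist for full effect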
Target sequence (P51684 whole entry, looked up): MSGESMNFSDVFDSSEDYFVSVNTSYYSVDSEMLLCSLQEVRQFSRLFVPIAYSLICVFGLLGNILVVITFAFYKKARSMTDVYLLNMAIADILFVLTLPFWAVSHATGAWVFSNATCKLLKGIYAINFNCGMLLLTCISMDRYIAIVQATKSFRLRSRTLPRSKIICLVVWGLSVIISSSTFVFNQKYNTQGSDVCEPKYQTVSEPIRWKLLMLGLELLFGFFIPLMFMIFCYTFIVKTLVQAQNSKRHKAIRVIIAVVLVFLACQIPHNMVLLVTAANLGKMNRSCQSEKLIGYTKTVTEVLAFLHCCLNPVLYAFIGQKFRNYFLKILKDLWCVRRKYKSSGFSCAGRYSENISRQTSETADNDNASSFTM
* marks the source's active call; other numbers are inactive results; . = not tested or not shown.

SMILES	697 NFkB inh	Jurkat NFkB inh	CXCR6 block	EBI2 block	UBC13 inh	Gli-Sufu antag	APJ antag	CCR6 antag
O=C(OCc1ccccc1)Oc1cncc(C(=O)O)c1	22	7	0	-8	6	-16	-3	-13
O=C(NCc1cccs1)C1CCN(S(=O)(=O)c2ccc(Br)s2)CC1	4	21	-8	3	-1	-10	3	4
O=c1[nH]c2ccccc2c2cn(-c3ccccc3)nc12	-54	-41	-1	-4	6	-19	-4	-4
CSc1nc(C)cc(Oc2ccc(=O)n(C)n2)n1	-22	-7	1	1	-11	5	14	1
CCc1ccc(N2CC(C(=O)Nc3nc4ccc(S(C)(=O)=O)cc4s3)CC2=O)cc1 (stereo unspecified)	18	11	-5	8	8	-4	6	7
Cc1nc2cc(NC(=O)Nc3nccs3)ccc2n1C	-73	-67	0	-4	-3	-45	8	-6
CC(C)CN(CC(C)C)c1nnc(NC(=O)Cn2c(=O)oc3ccccc32)s1	-6	-11	-1	-4	-8	4	3	8
Cc1cccc(NS(=O)(=O)c2nnc(NC(=O)c3cccc(C)c3)s2)c1	15	-3	-2	0	2	9	-1	-6
CCCCCC(=O)NC(Nc1ccc(S(N)(=O)=O)cc1)C(Cl)(Cl)Cl (stereo unspecified)	11	19	5	-12	21	10	3	9
COc1ccccc1N(CC(=O)Nc1c(C)cccc1C)S(C)(=O)=O	10	10	-6	0	7	-1	-9	-2
COc1ccc(NC(=O)CNS(=O)(=O)c2cccc3nonc23)c(OC)c1	-20	-15	3	12	-15	1	10	12
COC(OC)c1ccnc(SCc2ccccc2Cl)n1	0	-24	-7	10	0	-5	15	8
CCCCOC(=O)C(C)Nc1n[nH]c(=S)[nH]c1=O (stereo unspecified)	-28	-13	.	.	-18	-3	-6	5
COc1ccc(-c2nnc(SCC(=O)N3CCCCC3)o2)cc1	-14	-32	-4	2	-2	7	-41	13
C=CCn1c(SCC(=O)NC(=O)NCc2ccco2)nc2sc(C)c(C)c2c1=O	7	9	-4	9	-8	-18	-9	14
Cc1nn(Cc2ccccc2)c2c1C(c1cccc(Cl)c1)C(C#N)=C(N)O2 (stereo unspecified)	-4	11	3	5	3	-101	16	14
C[C@H](CO)N1C[C@H](C)[C@@H](CN(C)C(=O)Nc2ccc(C(F)(F)F)cc2)Oc2c(NS(=O)(=O)c3cn(C)cn3)cccc2C1=O	-5	-14	-3	7	-12	-4	-2	-2
Nc1nc2ccc([N+](=O)[O-])c(N)c2s1	-28	-9	6	3	-47	7	19	4
CCOC(=O)N1CCN(CC(=O)Nc2cc3c(cc2C(C)=O)OCO3)CC1	-11	-10	1	-6	5	-6	1	9
COc1ccc(C2=NN(c3nc4ccccc4s3)C(=O)C2)cc1	-31	-52	13	5	-13	2	17	26
COc1ccc(N2CCN(C(=O)CSc3ncnc4c3cnn4-c3ccccc3C)CC2)cc1	-29	-3	-1	-11	-14	34	-2	7
CC(=O)Nc1nc(=S)ss1	13	11	2	-3	-7	30	23	14
CCOc1ccc(-c2c(C(=O)N/N=C/c3ccsc3)nnn2-c2nonc2N)cc1	11	8	-8	9	-3	3	-14	6
CCNC(=O)COC(=O)CCC(=O)c1cccs1	13	-5	-6	-4	-8	-10	15	3
O=C1c2ccccc2C(O)(Cc2ccccc2)N1c1ccc2c(c1)OCO2 (stereo unspecified)	-3	10	-6	3	-6	1	6	16
CCn1c(CCc2ccccc2)nc2ccccc21	-31	-30	-9	-3	2	-14	12	20
O=C(O)C1CCCN1C(=O)Nc1ccccc1 (stereo unspecified)	-2	5	3	8	-1	2	11	-13
CCOC(=O)[C@H]1[C@H]2COc3ccc(C)cc3[C@@H]2N2C(=O)CN(Cc3ccccc3)C(=O)[C@@]12C	-19	-10	0	7	2	-9	8	15
CN1C(=O)/C(=C/c2ccccc2Cl)Sc2ccc(C(=O)NCc3cccnc3)cc21	-12	-9	2	10	-2	8	-7	27
CC1CCCC(C)N1C(=O)COC(=O)Cc1ccc(F)cc1 (stereo unspecified)	7	-15	-5	13	4	10	-11	3
CCOC(=O)c1[nH]c2ccccc2c1CCCN1C(=O)c2ccccc2C1=O	-7	-2	11	12	10	48	1	28
COc1ccc(C(=O)N2CCC(C(=O)Nc3cccc(C)c3)CC2)cc1OC	7	12	-7	-6	12	-3	17	13
CSC1=N/C(=C/c2cccnc2)C(=O)N1Cc1ccccc1	-2	12	-3	14	6	-2	15	5
Cc1cccc(-n2c(SCC(=O)N(C)C3CCS(=O)(=O)C3)nc3ccccc3c2=O)c1C (stereo unspecified)	19	-6	3	8	-4	9	-48	13
COC(=O)c1ccc(COc2ccc3ccc(=O)oc3c2)o1	.	.	-1	5	.	30	.	15
Nc1c2c(nc3ccccc13)CSCC2	-20	-10	1	-6	-2	5	12	12
CC(C1CC1)N(C(=O)c1ccccc1O)c1ccccc1 (stereo unspecified)	-36	-11	6	-9	2	-7	2	6
Cc1c(C)n(Cc2ccc(F)cc2)c2ccc(C(=O)NCCCN3CCOCC3)cc12	-65	-19	9	-1	4	25	10	4
COCc1ccc(CN2CCCCC2C(=O)Nc2ccc(Oc3ccccc3)nc2)o1 (stereo unspecified)	10	20	2	33	-2	13	-7	8
C/C(=N\Nc1ncc(Cl)cc1Cl)c1ccccn1	.	.	50*	56*	.	76*	.	31
COc1cc2c(C(=O)N3CCN(C)CC3)c(CSc3ccccc3)n(C)c2cc1Br	9	-5	5	8	6	8	17	3
COc1ccc(OC)c(S(=O)(=O)N2CCCC(C(=O)NCCc3ccccc3)C2)c1 (stereo unspecified)	-12	-8	2	3	-2	6	-17	3
CC(C)C(=O)Nc1ccc(NC(=S)NC(=O)c2ccc([N+](=O)[O-])cc2)cc1	14	0	28	10	-1	-20	25	41
CC(=O)c1cc2c(cc1NS(=O)(=O)c1ccccc1Br)OCO2	17	17	6	4	1	18	3	0
O=C(NCCCCc1ccccc1)c1ccccc1	-13	-19	-1	4	-12	-5	6	-1
CC[C@]12c3[nH]c4ccccc4c3CCN1C(=O)C(CC(=O)NCC13CC4CC(CC(C4)C1)C3)C[C@@H]2C(=O)N1CCN(C(=O)C2CC2)CC1 (stereo partly specified)	-7	11	0	16	-8	10	-2	3
CN(C)/C=C/c1[nH]c(=O)[nH]c(=O)c1[N+](=O)[O-]	0	-6	1	-9	-30	1	7	5
COc1ccccc1Cn1c(=S)[nH]c2ccc(Br)cc2c1=O	.	.	12	-5	.	11	.	14

An excerpt of these results, bar-delimited.
SMILES | 697 NFkB inh | Jurkat NFkB inh | CXCR6 block | EBI2 block | UBC13 inh | Gli-Sufu antag | APJ antag | CCR6 antag
O=C(NCCCCc1ccccc1)c1ccccc1 | -13 | -19 | -1 | 4 | -12 | -5 | 6 | -1
CC[C@]12c3[nH]c4ccccc4c3CCN1C(=O)C(CC(=O)NCC13CC4CC(CC(C4)C1)C3)C[C@@H]2C(=O)N1CCN(C(=O)C2CC2)CC1 (stereo partly specified) | -7 | 11 | 0 | 16 | -8 | 10 | -2 | 3
CN(C)/C=C/c1[nH]c(=O)[nH]c(=O)c1[N+](=O)[O-] | 0 | -6 | 1 | -9 | -30 | 1 | 7 | 5

(continued)
SMILES	697 NFkB inh	Jurkat NFkB inh	CXCR6 block	EBI2 block	UBC13 inh	Gli-Sufu antag	APJ antag	CCR6 antag
CN1C(=O)C(C)(C)c2cc(S(=O)(=O)NCc3ccc(Cl)cc3)ccc21	17	-8	-4	3	5	-1	15	8
COc1cc(CNc2ccc(CNc3ncn[nH]3)cc2)ccc1OCc1ccccc1	6	0	-14	3	4	-12	5	6
CC(OC(=O)c1ccco1)C(=O)Nc1nc(-c2ccccc2)cs1 (stereo unspecified)	-44	-64	-7	0	11	-54	-10	-1
Cc1ccc(N2CCN(CCCN3C(=O)C4CCCN4C3=O)CC2)cc1 (stereo unspecified)	4	6	2	3	-10	6	6	5
O=C(CN1CCN(Cc2ccccc2)CC1)N/N=C/c1ccco1	6	-4	2	0	1	-3	3	-11
Cc1ccc(Cl)cc1NC(=O)c1cc(NC(=O)CCCC(=O)O)ccc1N1CCCCC1	-13	8	-2	14	10	-4	23	13
CCc1nnc(NC(=O)c2cc([N+](=O)[O-])ccc2N2CCOCC2)s1	10	0	10	-2	-7	-5	22	37
Cc1ccc(C)c(NC(=S)NC(NC(=O)Cc2cccc3ccccc23)C(Cl)(Cl)Cl)c1 (stereo unspecified)	0	5	-7	-3	-16	6	-10	-2
CCOc1ccc(-n2c(=O)c3sccc3n(CC(=O)Nc3cccc(OC)c3)c2=O)cc1	-19	-2	-4	9	11	-4	6	9
COC(=O)C1CCCCN1C(=O)c1cc(COc2cccc3cccnc23)on1 (stereo unspecified)	-23	3	-1	4	-2	6	2	-13
Cc1cc2c(nc1C)CCCN2C[C@@H](C)O/N=C1/[C@H]2CCn3c(=O)n(-c4ccccc4)c(=O)n3[C@H]2[C@H](O)[C@@H]2O[C@H]12	5	13	.	.	-8	33	-2	0
O=C(/C=C/c1ccccc1Cl)N(Cc1ccc(Cl)cc1)C1CCS(=O)(=O)C1 (stereo unspecified)	-9	1	5	0	20	11	1	21
CCC1CN(C(=O)NCc2ccccc2)c2cc(C)ccc2O1 (stereo unspecified)	-14	-25	4	5	5	9	12	14
O=[N+]([O-])c1ccc(O)c(C=Nc2cccc3ncccc23)c1	6	16	8	-6	-61	2	-13	26
Cc1ccc(C)c(N2CCN(C(=O)CCn3c(=S)[nH]c4cc5c(cc4c3=O)OCO5)CC2)c1	-21	8	14	11	33	18	17	1
Cc1cc(OCC(=O)NCC(C)C)cc(C)c1Br	-18	-17	3	11	0	1	-6	-10
CN(c1ccccc1)S(=O)(=O)c1cccc2ccccc12	-28	-2	-15	6	-5	3	6	8
NC(=O)C1CCCN(C(=O)c2cccc(NC(=O)c3cccs3)c2)C1 (stereo unspecified)	-28	4	2	-3	-5	-14	28	14
O=C(Nc1ccc(NC(=O)c2ccc3c(c2)OCCO3)cc1)c1ccccc1	33	-6	5	-10	3	38	12	5
CCOc1ccc(S(=O)(=O)N2CCN(c3ccccc3F)CC2)c2cccnc12	-42	-12	-3	9	-5	4	0	16
CCn1ccnc1CN(C)C(=O)c1ccc2nc(Cc3ccc(OC)cc3)oc2c1	-3	-16	-5	3	4	4	8	1
CNC(=O)CCc1[nH]c2ccccc2c1Sc1ccccc1	7	2	10	-3	10	-4	1	3
CC(C)(C)C(=O)NC(=S)NNC(=O)c1sc2ccccc2c1Cl	-92	25	62*	-12	-27	43	40	73*
CN1CCC(N(C)C(=O)/C(C#N)=C/c2ccccc2)CC1	.	.	-2	15	.	10	.	5
CN(Cc1ccccc1)C(NC(=O)c1ccco1)C(Cl)(Cl)Cl (stereo unspecified)	13	10	5	-3	4	-1	11	13
O=C(O)/C=C/C(=O)Nc1ccc(-c2ccccc2)cc1	-27	-11	-1	-2	4	.	-4	.
O=C(COc1cccc(F)c1)Oc1ccc(C(=O)c2ccccc2)cc1	6	-6	-10	-1	-4	3	-1	-7
O=C(CCCOc1ccc(Cl)cc1)N1CCOCC1	-4	-2	-2	7	0	-20	15	-1
COCCn1c(SCC(=O)Nc2ccc3[nH]c(=O)[nH]c3c2)nc2ccccc21	16	7	-1	0	3	2	8	8
O=S(=O)(c1ccc(Cl)s1)N1CCCc2cccc(O)c21	-96	-62	6	12	0	-82	4	10
Nc1nc2n(n1)C(c1ccccc1Cl)CC(c1ccc(F)cc1)N2 (stereo unspecified)	-3	-11	14	-7	12	1	21	11
COC(=O)c1c(NC(C)=O)sc(Cc2ccccc2)c1C	10	7	4	13	10	22	7	15
Cc1cccc(OCCc2c(C)[nH]c(=S)[nH]c2=O)c1	16	12	-3	-2	10	-3	5	-15

Three compounds already listed, arranged by number of heavy atoms, falling.
SMILES	697 NFkB inh	Jurkat NFkB inh	CXCR6 block	EBI2 block	UBC13 inh	Gli-Sufu antag	APJ antag	CCR6 antag
COCCn1c(SCC(=O)Nc2ccc3[nH]c(=O)[nH]c3c2)nc2ccccc21	16	7	-1	0	3	2	8	8
O=C(O)/C=C/C(=O)Nc1ccc(-c2ccccc2)cc1	-27	-11	-1	-2	4	.	-4	.
O=C(CCCOc1ccc(Cl)cc1)N1CCOCC1	-4	-2	-2	7	0	-20	15	-1

Structures above shown as hits in CXCR6 block.
| structure | 697 NFkB inh | Jurkat NFkB inh | CXCR6 block | EBI2 block | UBC13 inh | APJ antag | CCR6 antag |
| --- | --- | --- | --- | --- | --- | --- | --- |
| C/C(=N\Nc1ncc(Cl)cc1Cl)c1ccccn1 | . | . | 50* | 56* | . | . | 31 |
| CC(C)(C)C(=O)NC(=S)NNC(=O)c1sc2ccccc2c1Cl | -92 | 25 | 62* | -12 | -27 | 40 | 73* |
